Screening data deposited in PubChem BioAssay by The Scripps Research Institute Molecular Screening Center.
GPR151 ag – activators of human GPR151, primary screen, cell-based, PathHunter beta-arrestin, luminescence | G-protein coupled receptor 151 (Homo sapiens), Q8TDV0 | PathHunter beta-arrestin GPR151 cells | activation, % at 11.2 µM | actives 1% (n = 650,000) | AID 1508602, 2020; in the data active = activation above about 4.9%;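 note: 0% = median of compound wells and 100% = cells with positive control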
Target sequence (Q8TDV0 whole entry, looked up): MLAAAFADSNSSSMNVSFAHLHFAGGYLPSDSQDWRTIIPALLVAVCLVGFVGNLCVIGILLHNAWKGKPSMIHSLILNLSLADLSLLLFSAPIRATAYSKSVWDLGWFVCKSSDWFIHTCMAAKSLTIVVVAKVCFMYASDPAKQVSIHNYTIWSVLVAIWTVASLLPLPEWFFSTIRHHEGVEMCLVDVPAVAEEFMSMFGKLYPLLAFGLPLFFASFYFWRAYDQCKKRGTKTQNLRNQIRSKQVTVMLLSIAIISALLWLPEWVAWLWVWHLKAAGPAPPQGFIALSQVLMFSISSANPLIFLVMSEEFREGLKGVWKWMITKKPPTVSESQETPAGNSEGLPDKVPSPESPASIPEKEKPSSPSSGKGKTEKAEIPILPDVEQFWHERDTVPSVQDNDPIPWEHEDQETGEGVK
MITF primary – MITF inhibitors, primary screen, biochemical, AlphaScreen, human. Microphthalmia-associated transcription factor (Homo sapiens), O75030. AlphaScreen MITF homodimerization, bead proximity signal. AID 1259374, 2018. inhibition, % at 2.6 µM. actives 0.91% (n = 650,000); in the data active = inhibition above about 50%;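 note: 0% = vehicle wells with protein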
TEAD-YAP block – TEAD-YAP interaction inhibition, primary screen, TEAD-YAP interaction inhibitor project, luminescence, HEK-TIYL cells; inhibition, % at 9.12 µM; actives 1.4% (n = 640,000); TEAD-Gal4/YAP UAS-luciferase luminescence; AID 1259422, 2018; in the data active = inhibition above about 32%;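 note: 0% = median of test compound wells and 100% = reference inhibitor wells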
FBW7 act – FBW7 E3 ligase activators, primary screen, biochemical, AlphaScreen, human; AlphaScreen FBW7–phospho-cyclin E peptide binding, activator screen; normalized activity (activation), % at 26.1 µM; actives 0.13% (n = 650,000); in the data active = normalized activity above about 1.9%;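 note: purified mutant Fbw7 with reduced substrate affinity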
Target sequence (Q969H0 whole entry, looked up): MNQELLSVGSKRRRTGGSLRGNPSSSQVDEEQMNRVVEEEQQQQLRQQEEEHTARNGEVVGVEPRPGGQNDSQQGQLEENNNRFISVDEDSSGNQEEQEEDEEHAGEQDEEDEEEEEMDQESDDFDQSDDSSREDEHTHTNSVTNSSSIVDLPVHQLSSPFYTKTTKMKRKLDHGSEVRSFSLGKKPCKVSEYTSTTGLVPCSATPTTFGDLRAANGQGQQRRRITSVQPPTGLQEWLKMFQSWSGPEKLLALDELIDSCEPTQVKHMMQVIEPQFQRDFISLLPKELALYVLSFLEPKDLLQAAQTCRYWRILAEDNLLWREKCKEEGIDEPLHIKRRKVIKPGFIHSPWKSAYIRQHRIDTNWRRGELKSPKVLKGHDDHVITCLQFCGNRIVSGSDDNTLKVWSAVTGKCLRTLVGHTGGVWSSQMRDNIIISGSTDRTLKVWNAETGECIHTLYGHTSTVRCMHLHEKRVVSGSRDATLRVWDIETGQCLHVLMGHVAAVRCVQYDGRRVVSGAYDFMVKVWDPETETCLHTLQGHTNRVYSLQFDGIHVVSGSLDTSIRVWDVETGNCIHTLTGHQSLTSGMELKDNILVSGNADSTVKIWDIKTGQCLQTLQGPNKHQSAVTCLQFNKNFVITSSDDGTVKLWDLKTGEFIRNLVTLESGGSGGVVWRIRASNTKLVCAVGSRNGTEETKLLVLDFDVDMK
Active calls of the source: *; & = joins results of further samples; ! = not confirmed by another sample.

SMILES	GPR151 ag	MITF primary	TEAD-YAP block	FBW7 act
COc1ccc(NC(=O)Nc2ccc(Cl)c(Cl)c2)cc1	0.7	17	-34	0.1
Cc1ccc(NS(=O)(=O)c2ccc(C3CCCCC3)cc2)cc1	0.4	-9	0	0.0
Nc1[nH]c(=S)ncc1S(=O)(=O)c1ccccc1	-0.2	19	-3	0.2
COc1ccc(CCNC(=O)c2cccc3ccccc23)cc1	-0.4	21	3	0.5
O=C(NCc1ccc(F)cc1)C1CC(=O)N(C2CCCCC2)C1 (stereo not drawn)	0.7	-5	1	0.1
CCN(CC)S(=O)(=O)c1cc(Br)cnc1N	-0.2	-5	-16	-0.1
O=C(Nc1ccc2c(c1)OCO2)c1csc(NC2CCN(Cc3ccccc3)CC2)n1	2.0	4	-22	-0.2
COc1ccc(CCNC(=O)CCCCCn2c(SCC(N)=O)nc3cc4c(cc3c2=O)OCO4)cc1OC	0.2	1	-6	0.0
CCCS(=O)(=O)n1nc(-c2ccc(OC)cc2OC)cc1N	-1.3	8	8	0.1
CCOC(=O)c1cccc(C(=O)Nc2ccccc2OC)n1	-1.4	-12	6	0.1
O=c1c(-c2cccc3ccccc23)c(C(F)(F)F)oc2cc(O)ccc12	1.0	20	1	0.3
CC(=O)c1cccc(NC(=O)COC(=O)c2cc[n+]([O-])cc2)c1	-0.5	16	-5	0.7
OCCNc1nc(Nc2ccncc2)nc2c1ncn2-c1ccsc1	1.8	13	60*	0.0
CCN1C(=O)C(C)(C)COc2ccc(NS(=O)(=O)CCc3ccc(OC)cc3)cc21	0.1	-4	2	0.0
O=C1CC(=O)CC(c2ccccc2)C1	-0.4	-4	3	0.0
CC(C)(C)OC(=O)NNC(=O)Nc1ccc(F)cc1F	1.3	5	-14	0.1
O=c1[nH]c(=O)n(-c2cccc(Cl)c2)c(O)c1C=Nc1cc(Cl)ccc1O	-0.9	-3	-2	0.2
C#CCOc1ccc(/C=C2\C(=O)NC(=O)N(c3ccc([N+](=O)[O-])cc3)C2=O)cc1	1.4	1	7	-0.1
CCCC(C)c1nnc(NC(=O)c2cccc(I)c2)s1 (stereo not drawn)	-0.6	-2	-2	-0.1
Cn1c(=O)n(C)c2cc(NS(=O)(=O)c3ccc(C(C)(C)C)cc3)ccc21	0.9	17	25	0.2
CCOC(=O)C(=O)Nc1ccc2ccccc2c1	-3.1	3	10	-0.1
CCN(CC)c1ccc2cc(-c3nnc(-c4cccc(Cl)c4)o3)c(=O)oc2c1	-0.6	13	2	0.1
Cc1ccccc1C1C2=C(COC2=O)Nc2c1c(=O)n(C)c(=O)n2C (stereo not drawn)	-0.4	0	-1	-0.1
COc1ccc(N2C(=O)c3ccccc3NC2c2cccc([N+](=O)[O-])c2)cc1 (stereo not drawn)	-1.2	17	-23	0.6
CCCCCCSc1nc2sc3c(c2c(=O)n1CC)CCc1ccccc1-3	0.5	12	3	0.4

A second format for some results above:
Second line of a record – GPR151 ag | MITF primary | TEAD-YAP block | FBW7 act
- COc1ccc(CCNC(=O)CCCCCn2c(SCC(N)=O)nc3cc4c(cc3c2=O)OCO4)cc1OC
    0.2 | 1 | -6 | 0.0
- CCN(CC)S(=O)(=O)c1cc(Br)cnc1N
    -0.2 | -5 | -16 | -0.1

(further entries)
SMILES	GPR151 ag	MITF primary	TEAD-YAP block	FBW7 act
Cc1ccc(S(=O)(=O)N2Cc3ccccc3C(C)CC23CCCCC3)cc1 (stereo not drawn)	1.5	-4	-3	-0.2
C[C@]12NC(=S)NC(c3ccccc3O1)C2C(=O)NCc1ccccc1 (stereo partly drawn)	0.7	-8	6	-0.1
Cc1cc(C)n(C(CC(=O)N2CCCCC2)C(=O)O)n1 (stereo not drawn)	-0.4	-4	6	-0.1
CC(=O)NC1C(=O)N(C)c2c(C)ccc(Cl)c21 (stereo not drawn)	-1.7	-5	9	0.5
O=C(N/N=C/c1ccc(O)cc1)c1cccc2cc[nH]c12	-4.3	-2	-16	0.1
COc1ccc(/C=C2/Sc3ccc(C(=O)NC(C)(C)C)cc3NC2=O)cc1	-0.3	-1	-4	0.1
COCC(C)NC(=O)c1cc(-c2cccc(OC)c2)on1 (stereo not drawn)	-1.5	-19	-42	1.9*
COc1ccc(C)c2sc(N(CC3CCCO3)C(=O)C3CCN(S(C)(=O)=O)CC3)nc12 (stereo not drawn)	2.4	13	-6	0.2
CCN(CC)C/C=C/c1c(F)c(F)c(N2CCOCC2)c(F)c1F	-0.8	24	-5	0.0
Cc1nc(N2CCOCC2)c2c(C)c(C(=O)NCCCN3CCOCC3)sc2n1	1.6	-2	-13	-0.1
CC(=O)N1CCc2cc(N=Cc3ccc(Cl)cc3)ccc21	1.4	-4	13	-0.2
O=C(Nc1ccc(Oc2ccc(Cl)cc2)c(Cl)c1)c1cc(Br)cc(Br)c1O	0.8	-2	-13	-0.1
Cc1ccc(C)c(NC(=O)c2ccc(C(=O)Nc3cc(C)ccc3C)cc2)c1	0.2	5	9	-0.1
Cc1ccc(CSCCNC(=O)CN(c2ccccc2)S(C)(=O)=O)cc1	-1.0	-2	8	-0.1
OCCC1CN(Cc2cccc3cccnc23)CCN1Cc1ccsc1 (stereo not drawn)	1.1	7	0	0.0
CC(C)CNC(=O)c1nn2c(c1Cl)NC(c1cccs1)CC2C(F)(F)F (stereo not drawn)	-0.8	4	8	0.0
FC(F)(F)c1ccc(Cn2cnc3c(NCc4nc5ccccc5[nH]4)nc(Nc4ccc(N5CCOCC5)cc4)nc32)cc1	-0.2	7	-5	-0.1
CCN(CC(=O)Nc1ccc(C(N)=O)cc1)S(=O)(=O)c1cc(Cl)ccc1Cl	0.8	5	-6	0.0
CC(=O)c1ccc(NC(=O)CC2CCC2)cc1	1.4	-2	-31	0.1
COc1ccc(N2CC(NC(=O)NC3CC(C)CC(C)(C)C3)CC2=O)cc1 (stereo not drawn)	-1.8	3	-3	-0.3
Cc1ccccc1/C=N/NC(=O)Cc1ccc(Cl)cc1	-0.3	8	8	-0.4
COc1ccc(C(=O)/C=C/Nc2cccc([N+](=O)[O-])c2)cc1OC	8.7*!	-1&-10	-36&-29	-0.1&-0.3
Cc1ccc(S(=O)(=O)N2CCN(Cc3ccccc3)CC2)c2nsnc12	0.3	12	-3	-0.2
Cc1ccc(NC(=O)c2sc3nc4c(c(-c5ccc(C)cc5)c3c2N)CCC4)cc1	-0.1	11	-26	0.0
Cc1cc2c(cc(C(=O)OCC(=O)NC3CCCCC3)n2C)o1	-1.2	-14	-11	0.5

In a second layout: 2 of the compounds above
OCCC1CN(Cc2cccc3cccnc23)CCN1Cc1ccsc1 (stereo not drawn)
  GPR151 ag: 1.1 | MITF primary: 7 | TEAD-YAP block: 0 | FBW7 act: 0.0

CC(C)CNC(=O)c1nn2c(c1Cl)NC(c1cccs1)CC2C(F)(F)F (stereo not drawn)
  GPR151 ag: -0.8 | MITF primary: 4 | TEAD-YAP block: 8 | FBW7 act: 0.0

Entries of single compounds, looked up by structure. Order of screens: GPR151 ag	MITF primary	TEAD-YAP block	FBW7 act
`COc1ccc(CCNC(=O)CCCCCn2c(SCC(N)=O)nc3cc4c(cc3c2=O)OCO4)cc1OC` reads 0.2	1	-6	0.0
`O=C(Nc1ccc(Oc2ccc(Cl)cc2)c(Cl)c1)c1cc(Br)cc(Br)c1O` reads 0.8	-2	-13	-0.1

Continued.
SMILES	GPR151 ag	MITF primary	TEAD-YAP block	FBW7 act
CCC12CN3CCN(CC(C3)/C1=N\NC(=O)c1ccc(C(C)(C)C)cc1)C2	-0.7	16	4	0.3
O=C(c1cc2ncc(Br)cn2n1)N1CCc2ccccc2C1	-0.3	-8	-7	0.1
CC(=O)Nc1nc2sc(C)c(C)c2c(=O)s1	-1.0	-2	2	0.0
O=C(NC1=NCCS1)c1ccccn1	-0.5	30	-2	-1.3
Cc1ccc(S(=O)(=O)NC2CCC(NS(=O)(=O)c3ccc(C)cc3)CC2)cc1 (stereo not drawn)	1.4	25	-7	-0.2
C=CCNC(=O)NC(=O)COC(=O)c1n[nH]c2ccccc12	2.0	-1	9	-0.2
CC1(C)C2CC=C(COCC(O)CNCc3ccccc3F)C1C2 (stereo not drawn)	-0.9	27	-4	-0.1
COc1cc(C(=O)N[C@H](C(=O)NCc2ccc(C)cc2)C(C)C)cc(OC)c1OC	-0.5	2	1	0.1
O=C(NC1CC1)c1ccc2c(c1)NC(=O)C(CS(=O)(=O)Cc1ccc(F)cc1)N2 (stereo not drawn)	1.3	7	2	0.1
O=C(NCc1ccccn1)NCc1noc2ccccc12	1.2	6	0	-0.1
O=C(Nc1nc(-c2cc3ccccc3o2)cs1)C1COc2ccccc2O1 (stereo not drawn)	1.6	0	-1	0.0
O=C(COc1ccc(I)cc1)N/N=C/c1ccc([N+](=O)[O-])s1	-0.6	4	8	-0.2
CCCc1nnc(SCC(=O)N2CCCC(C)C2)n1CCCOC (stereo not drawn)	-1.2	-10	-2	-0.2
CCOC(=O)c1cccc(N2C(=O)C=CC2=O)c1	-0.4	-1	19	0.1
O=C(Nc1ccc(F)cc1)Nc1ccccc1I	-1.7	10	-27	0.0
C=CCNS(=O)(=O)c1ncn[nH]1	-0.9	5	3	-0.1
NC(=O)c1ccsc1NC(=O)c1cccc(Cl)c1	-1.6	-3	-56	-0.2
COc1ccccc1NC(=O)c1cc(S(=O)(=O)NCC2COc3ccccc3O2)ccc1F (stereo not drawn)	-1.0	5	1	-0.1
CN(C(=O)c1cccc(NC(=O)c2ccc([N+](=O)[O-])cc2)c1)c1ccccc1	-0.5	3	5	-0.3
CC(C)C(NS(=O)(=O)c1cccs1)C(=O)NCCc1ccc(Cl)cc1 (stereo not drawn)	0.2	-4	2	0.1
CN=C1S/C(=C\c2ccc(-c3cccc(C(=O)O)c3)o2)C(=O)N1C	1.8	15	-31	0.0
COc1ccc(CCNC(=O)Nc2ccccc2NC(=O)c2cccnc2)cc1	0.9	2	10	-0.2
O=C(NCCN1CCCC1)C1CC(=O)N(C2CCCCC2)C1 (stereo not drawn)	0.6	-14	-14	0.0
Cc1cc(NC(=O)COC(=O)c2cc(=O)[nH]c3ccccc23)c([N+](=O)[O-])cc1C	0.3	25	22	0.0
CC(=O)c1ccc(NC(=O)CSc2nnnn2-c2ccc(C(C)=O)cc2)cc1	0.9	1	-4	-0.1

Quoted at random: 5 compounds from above.
SMILES	GPR151 ag	MITF primary	TEAD-YAP block	FBW7 act
OCCNc1nc(Nc2ccncc2)nc2c1ncn2-c1ccsc1	1.8	13	60*	0.0
Cc1ccc(NC(=O)c2sc3nc4c(c(-c5ccc(C)cc5)c3c2N)CCC4)cc1	-0.1	11	-26	0.0
COc1ccc(CCNC(=O)CCCCCn2c(SCC(N)=O)nc3cc4c(cc3c2=O)OCO4)cc1OC	0.2	1	-6	0.0
O=C(N/N=C/c1ccc(O)cc1)c1cccc2cc[nH]c12	-4.3	-2	-16	0.1
O=C(NC1=NCCS1)c1ccccn1	-0.5	30	-2	-1.3

Next entries.
SMILES	GPR151 ag	MITF primary	TEAD-YAP block	FBW7 act
O=C(Nc1ccc(N2CCOCC2)cc1)c1csc(N2CCC(N3CCOCC3)CC2)n1	0.2	0	-24	-0.2
NCCNc1ccc(C(N)=O)cc1[N+](=O)[O-]	2.4	11	1	-0.1
CCOC(=O)Cn1c(=O)oc2cc(S(=O)(=O)NCCC(C)C)ccc21	-2.0	8	3	0.2
Cc1cccc(CC(=O)Nc2cnn(-c3cccc(C(=O)NCc4nonc4C)c3)c2)c1	-1.0	7	-2	0.3
COc1ccc(N=C2NC(=O)/C(=C\c3ccc(Cl)cc3)S2)cc1	1.9	-1	-1	-0.2
CCOCCCN1C(=O)CCC1CCNCc1cccc(F)c1 (stereo not drawn)	-0.7	6	2	0.5
CCOC(=O)C1CCN(C(=O)c2cc3cc4cc(OC)ccc4nc3o2)CC1	-0.1	8	-49	-0.6
Cc1cccc(-n2nc(C)c3c(C(=O)O)cc(-c4cccnc4)nc32)c1	-1.4	-4	7	-0.1
Cc1cccc(N2CCN(CC(=O)Nc3ccc4[nH]c(=O)[nH]c4c3)CC2C)c1 (stereo not drawn)	-0.1	1	7	0.0
NC(=O)c1csc(-c2csc3ccccc23)n1	1.1	12	-12	0.2
CC(C)=NNC(=O)C(=O)NC(C)c1ccccc1 (stereo not drawn)	0.3	-1	-30	-0.3
CCCCOC(=O)C1=C(C)NC2=C(C(=O)CCC2)C1c1ccccc1OC (stereo not drawn)	0.2	-1	0	-0.1
CCCn1c2ccccc2c2nnc(SCC(=O)Nc3ccc(OC)cc3)nc21	-0.5	25	7	-0.2
Cc1ccc(C)c(OCC(O)CNC(C)C)c1 (stereo not drawn)	1.7	-4	2	0.7
CC(NC(=O)c1ccco1)c1ccncc1 (stereo not drawn)	-0.8	-18	6	-0.1
CCOC(=O)c1c(C)[nH]c(NC(=O)Nc2cccc3ccccc23)c1C	3.0	-7	9	0.0
Cc1ccc(C2/C(=C(\O)c3ccc(Cl)cc3)C(=O)C(=O)N2CCN2CCOCC2)cc1 (stereo not drawn)	-1.3	-15	13	0.2
COc1cccc(CNC(=O)CCS(=O)(=O)c2cccc3nsnc23)c1	1.3	10	-6	0.0
Oc1ccc(-c2cnc3c(NCc4ccc(F)cc4)nccn23)cc1	-0.9	-6	1	0.1
O=C(Oc1ccc(C(=S)N2CCCCC2)cc1)c1ccccc1	-0.2	5	7	0.4
Cc1ccc(-c2nnc(Nc3ccc(O)cc3)c3ccccc23)cc1S(=O)(=O)NC(C)(C)C	-1.5	10	0	0.2
Cc1cc(C)n(CNc2ccccc2Cl)n1	1.6	4	5	0.0
COc1cccc(/C=N/NC(=O)c2cc(-c3cccc([N+](=O)[O-])c3)n[nH]2)c1O	-0.4	11	72*	0.0
